# Bioassay records (PubChem BioAssay)
# ATG4B inhibitor = blocks human ATG4B protease cleavage of LC3 substrate. ATG4B cleavage of LC3-PLA2, NBD-HPC fluorescence, 1 h. inhibition, % at 8.33 µM. 340,000 compounds, 0.51% hits; in the data active = inhibition above about 40%
# GRIN3A LBD mod = modulators (binders) of human NR3A ligand-binding domain. NR3A LBD differential scanning fluorimetry, Tm shift; 0% = protein alone, 100% = glycine-bound protein. Tm shift relative to glycine control, % at 25 µM. 340,000 compounds, 2.5% hits. AID 1259313;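 active = melting temperature shift of at least 10% of the positive control shift, at one fixed dose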
# HKDC1 inh = inhibitors of human hexokinase HKDC1 | Q2TB90 | recombinant HKDC1, G6PDH/diaphorase resazurin coupled fluorescence | inhibition, % at 20 µM | 340,000 compounds, 0.16% hits;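 active = inhibition above about 35% when tested at 20 µM, limit read from the data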;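 note: plate controls were DMSO wells with enzyme for no effect and DMSO wells lacking enzyme for full effect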
#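 Test system: recombinant HKDC1 (HK5) hexokinase enzyme, produced in-house / Doses: 20 µM test compound, 1% DMSO / Timing: 90 min, room temperature / Detection: G6PDH/diaphorase-coupled fluorescence, 1 mM NADP, 100 µM resazurin, 525/613 nm / Control set: DMSO wells with and without enzyme mix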
# SENP7 block = inhibitors of human SENP7 protease; Q9BQF6; recombinant SENP7, Z-RLRGG-aminoluciferin luminescence, 40 min; inhibition, % at 5 µM; 330,000 compounds, 1.5% hits; AID 434973;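 active = inhibition above about 50% at the single test dose, limit read from the data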;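 note: plate controls were DMSO with enzyme for no effect and no enzyme buffer wells for full effect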
# Target sequence (Q9BQF6 706-1050 limits assumed): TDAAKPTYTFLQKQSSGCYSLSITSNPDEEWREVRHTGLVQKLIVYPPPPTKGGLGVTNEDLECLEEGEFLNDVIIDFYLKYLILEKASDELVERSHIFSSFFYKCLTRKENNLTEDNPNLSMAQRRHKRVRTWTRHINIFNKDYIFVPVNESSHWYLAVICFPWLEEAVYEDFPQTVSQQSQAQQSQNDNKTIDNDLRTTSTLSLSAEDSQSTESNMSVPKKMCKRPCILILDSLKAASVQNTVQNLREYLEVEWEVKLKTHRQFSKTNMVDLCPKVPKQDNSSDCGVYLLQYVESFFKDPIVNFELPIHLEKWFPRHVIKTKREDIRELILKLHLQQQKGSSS
# SENP8 inh = inhibitors of human SENP8 protease. Q96LD8. recombinant SENP8, Nedd8 substrate fluorescence. inhibition, % at 20 µM. 360,000 compounds, 0.64% hits. AID 602440; in the data active = inhibition mostly above about 40%, no sharp cut-off; inactive = mostly below about 27%
# Target sequence (Q96LD8 whole entry, looked up): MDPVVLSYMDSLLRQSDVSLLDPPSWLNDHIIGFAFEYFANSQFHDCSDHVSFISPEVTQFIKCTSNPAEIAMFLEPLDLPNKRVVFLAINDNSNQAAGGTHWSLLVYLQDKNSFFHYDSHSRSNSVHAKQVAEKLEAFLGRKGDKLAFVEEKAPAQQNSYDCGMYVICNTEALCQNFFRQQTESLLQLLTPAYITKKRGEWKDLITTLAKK
# PfGluPho inh = PfG6PD (Plasmodium falciparum) enzyme inhibition; inhibition, % at 20 µM; PfGluPho enzyme, NADPH resazurin-diaphorase fluorescence; 350,000 compounds, 0.78% hits;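 active = inhibition reaching at least a set limit at 20 µM in the primary screen, cut at about 59% in these data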;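 note: 0% = DMSO wells with substrate and 100% = DMSO wells lacking glucose-6-phosphate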
# MPTP block = inhibitors of mitochondrial permeability transition pore; isolated mouse mitochondria, Ca2+ swelling absorbance, 30 min; inhibition, % at 10 µM; 360,000 compounds, 1.4% hits;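 active = inhibition of 50% or more, scaled per plate between neutral and stimulator controls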;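 note: 0% = DMSO wells given calcium and 100% = 1 mM EGTA wells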
# SENP6 block = inhibitors of human SENP6 protease | inhibition, % at 10 µM | Recombinant SENP6 catalytic domain, aminoluciferin luminescence | 330,000 compounds, 1.8% hits;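 active = inhibition above about 50% at the single tested dose, limit read from the data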;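 note: plate controls were DMSO wells with enzyme for no effect and DMSO wells lacking enzyme for full effect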
# Target sequence (Q9GZR1 628-1112 limits assumed): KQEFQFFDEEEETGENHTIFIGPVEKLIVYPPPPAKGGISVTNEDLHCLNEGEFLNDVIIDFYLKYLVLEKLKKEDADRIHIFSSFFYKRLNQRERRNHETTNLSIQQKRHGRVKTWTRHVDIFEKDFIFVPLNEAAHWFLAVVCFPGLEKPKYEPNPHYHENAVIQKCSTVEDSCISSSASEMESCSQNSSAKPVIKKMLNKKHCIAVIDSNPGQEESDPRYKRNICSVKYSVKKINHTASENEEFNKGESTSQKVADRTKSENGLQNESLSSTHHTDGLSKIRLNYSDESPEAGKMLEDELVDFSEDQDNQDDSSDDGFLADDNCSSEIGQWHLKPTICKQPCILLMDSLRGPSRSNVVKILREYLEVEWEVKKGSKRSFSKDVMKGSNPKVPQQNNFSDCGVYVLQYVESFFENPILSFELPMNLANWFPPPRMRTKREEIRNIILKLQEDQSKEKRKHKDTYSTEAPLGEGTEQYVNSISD
# The depositor's hits bear a star; . = no result given.
SMILES,ATG4B inhibitor,GRIN3A LBD mod,HKDC1 inh,SENP7 block,SENP8 inh,PfGluPho inh,MPTP block,SENP6 block
O=C(NS(=O)(=O)N1CCOCC1)C1=C(N2CCCC2)COC1=O,-12,-1,-8,9,15,-13,-0.1,-16
CCOc1ccc(S(=O)(=O)NCC(c2ccc3c(c2)OCO3)N2CCN(C)CC2)cc1 (stereo not drawn),6,1,3,8,9,-1,-0.6,9
CCc1oc(C(=O)OC)cc1CSC(=N)N,1,1,0,-10,14,-9,0.9,-5
O=c1[nH]n2c(C(F)(F)F)cc(C3CC3)nc2c1N=Nc1ccccc1,-5,0,-7,-3,17,-7,-0.3,-15
COc1cccc(CNC(=O)C2CC(=O)N(C3CCCCCCC3)C2)c1 (stereo not drawn),-6,-1,-6,-3,8,5,0.0,-7
CCC1CCCCN1C(=O)COC(=O)c1cc2ccccc2cc1O (stereo not drawn),5,0,-4,3,-217,-9,-0.5,5
Cc1nn(-c2ccccc2)c(C)c1C(=O)OCC(=O)NC12CC3CC(CC(C3)C1)C2,-7,0,1,4,10,-4,0.9,-16
Cn1c(CNc2nc3ccccc3n2CCN2CCCCC2)nc2ccccc21,-9,-2,-3,1,20,-6,-0.2,5
COc1ccc(S(=O)(=O)Nc2ccc(S(=O)(=O)N3CCCC3)cc2)cc1,-5,-1,3,7,10,-39,-0.4,0
O=C(COC(=O)c1ccc(O)cc1O)Nc1ccc(Cl)cn1,3,-3,4,1,-11,2,-0.1,0
OCc1ccc(-c2ccccc2)c(-c2ccccc2)c1,6,0,-1,4,6,4,3.4,5
S=C(Nc1ccc2nc(-c3ccccn3)c(-c3ccccn3)nc2c1)N1CCCCCC1,-7,0,15,2,-185,2,-0.9,31
O=C(Nc1cccc(-n2cnnn2)c1)c1ccc(Cl)cc1Cl,-3,-2,-1,-2,21,11,-1.7,-11
Cc1cc(Br)ccc1NC(=O)CNC(=O)c1ccc(-n2cncn2)c([N+](=O)[O-])c1,-15,0,-6,-7,-4,-5,-3.2,-17
Cc1ccc(S(=O)(=O)Nc2cccc(N(C)S(C)(=O)=O)c2)cc1[N+](=O)[O-],-8,-2,-9,-2,18,11,-2.8,-16
CCC(Sc1nc2ccccc2c(=O)[nH]1)C(=O)O (stereo not drawn),4,3,3,7,19,9,1.4,-9
O=C(Cn1ncc2c3ccccc3n(Cc3ccccc3F)c2c1=O)NCC1CCCO1 (stereo not drawn),-6,-1,7,11,-8,9,-1.0,-2
Cc1cc(C)c(C#N)c(SCCN2CCOCC2)n1,-11,3,-6,3,-2,16,2.8,-12
CCS(=O)(=O)c1ccc(O)c(NC(=O)COc2ccc(OC)cc2)c1,-5,-1,-3,1,6,-16,-0.3,-3
CN(C(=O)c1cnccn1)c1c(N)n(Cc2ccccc2)c(=O)[nH]c1=O,6,0,2,-1,-31,-7,-1.1,-15
CC1=C(CC/C(C)=N/NC(N)=S)C(C)(C)CCC1,4,-2,-8,-6,7,19,0.1,-14
COc1cc2ccccc2ccc1=NO,-2,-2,-2,.,4,7,-3.1,.
COc1ccc(CNC(=S)Nc2ccc(Br)cc2)cc1,-8,-4,-1,3,0,16,88*,12
CCN1CCN(c2ncnc3c2cnn3-c2ccc(C)cc2C)CC1,-2,-1,-3,1,12,9,-1.2,-4
CCCCS(=O)(=O)Nc1ccc(C(=O)NCC2CCCO2)cc1 (stereo not drawn),5,-14,-12,2,7,-14,-1.2,13

# Just MPTP block, SENP7 block and HKDC1 inh, for some of the entries so far:
SMILES | MPTP block | SENP7 block | HKDC1 inh
Cn1c(CNc2nc3ccccc3n2CCN2CCCCC2)nc2ccccc21 | -0.2 | 1 | -3
COc1ccc(S(=O)(=O)Nc2ccc(S(=O)(=O)N3CCCC3)cc2)cc1 | -0.4 | 7 | 3
O=C(COC(=O)c1ccc(O)cc1O)Nc1ccc(Cl)cn1 | -0.1 | 1 | 4

# Profiles, quoted from the list.
# Record of OCc1ccc(-c2ccccc2)c(-c2ccccc2)c1 → ATG4B inhibitor: 6; GRIN3A LBD mod: 0; HKDC1 inh: -1; SENP7 block: 4; SENP8 inh: 6; PfGluPho inh: 4; MPTP block: 3.4; SENP6 block: 5
# Record of O=C(Nc1cccc(-n2cnnn2)c1)c1ccc(Cl)cc1Cl → ATG4B inhibitor: -3; GRIN3A LBD mod: -2; HKDC1 inh: -1; SENP7 block: -2; SENP8 inh: 21; PfGluPho inh: 11; MPTP block: -1.7; SENP6 block: -11
# Record of O=C(Cn1ncc2c3ccccc3n(Cc3ccccc3F)c2c1=O)NCC1CCCO1 (stereo not drawn) → ATG4B inhibitor: -6; GRIN3A LBD mod: -1; HKDC1 inh: 7; SENP7 block: 11; SENP8 inh: -8; PfGluPho inh: 9; MPTP block: -1.0; SENP6 block: -2

# Further structures follow.
SMILES,ATG4B inhibitor,GRIN3A LBD mod,HKDC1 inh,SENP7 block,SENP8 inh,PfGluPho inh,MPTP block,SENP6 block
COc1cc(CN2CC(=O)N(c3cccc(Cl)c3C)C2=S)cc(OC)c1OC,1,3,-3,-3,18,20,3.9,-16
CN(CC(=O)Nc1ccc(Cl)cc1)C(=O)c1ccc(NS(=O)(=O)c2ccc3[nH]c(=O)[nH]c3c2)cc1,-2,-3,-2,1,-9,-13,-0.3,-11
Cc1cc(C)nc(NC(=O)c2cccc(Br)c2)n1,0,0,-4,2,7,-2,0.5,18
O=C(Nc1ccc2c(c1)oc1ccccc12)N1CCOCC1,-16,-3,-4,2,-6,-11,-0.6,1
O=C(Nc1cc(Oc2ccc(Cl)cc2)cc([N+](=O)[O-])c1)c1ccco1,24,22*,1,-2,6,17,91*,-8
CCN(CC)C(=O)c1cc2c(=O)n3cccc(C)c3nc2s1,-3,-2,-5,-4,-276,14,-0.4,-24
CSc1ccccc1NC(=O)CNCCCN1CCOCC1,9,1,-2,-9,30,-25,0.1,-12
CCN1C(=O)/C(=C\C=C2/C=CC=CN2CC)SC1=S,10,-1,4,7,29,51,42,6
O=[N+]([O-])c1ccc2c(c1)nc1n2CCCCC1,-5,0,-6,-6,11,7,2.0,-6
CCOc1ccc(NC(=O)CC2C(=O)N(c3ccc(OC)cc3)C(=O)N2CCc2ccc(OC)c(OC)c2)cc1 (stereo not drawn),-9,0,-12,-12,10,4,0.5,-9
CCCCC(=O)NC(c1ccccc1)c1ccc2cccnc2c1O (stereo not drawn),12,5,-18,0,14,-30,0.3,-10
Oc1cccc(-c2nnc(-c3cccc(O)c3)nn2)c1,19,-3,4,.,18,-3,2.4,.
Cc1cccc(C(=O)Nc2ccccc2C(=O)OCc2c(C)noc2C)c1,-4,3,-5,1,1,5,4.9,-11
N=c1c(C(=O)NCC2CCCO2)cc2c(=O)n3ccccc3nc2n1Cc1ccc(Cl)cc1 (stereo not drawn),0,-3,1,15,-490,-5,-0.8,-2
Cc1ccc(CNC(=O)CCNC(=O)c2ccc(Br)o2)cc1,-5,1,-12,-9,17,-3,-0.2,-4
COc1ccc(C(=O)n2ncc(C#N)c2N)cc1,7,0,12,.,16,-13,0.7,.
Nc1nc(NCc2ccccc2)nc(-c2ccccc2)n1,19,0,11,2,15,2,-0.8,1
CC1CCN(CCCNC(=O)C2CCC(CNS(=O)(=O)c3cccc4nsnc34)CC2)CC1 (stereo not drawn),0,-1,0,3,23,-4,-0.9,13
CN(C)C(=O)CCc1ccc2c3c([nH]c2c1)[C@]1(C)[C@@H](C(=O)N2CCCCC2)C[C@H](CC(=O)NCc2ccco2)C(=O)N1CC3,-9,2,6,-6,-4,14,-0.1,.
O=C(NCc1ccccc1)C1(C(F)(F)F)C/C(=C\CCO)CCCO1 (stereo not drawn),0,1,7,7,11,6,0.2,5
Clc1cccc(Cl)c1Cn1cnc2c(N3CCCCCC3)ncnc21,5,1,0,1,2,7,1.6,-5
Cc1ccc(S(=O)(=O)N(C)C)cc1NC(=O)COC(=O)Cc1ccc(Br)cc1,-11,4,-6,1,4,3,-0.7,3
C=CCN=C1NN=C(c2ccc3c(c2)OCCO3)CS1,10,-1,-9,3,-17,2,-0.4,7
O=C(NCCc1c[nH]c2ccccc12)C(=O)NCC(c1ccco1)N1CCN(c2ccc(F)cc2)CC1 (stereo not drawn),-11,-10,-4,9,21,-5,-5.7,1
O=C(c1ccc(OC2CCN(CCc3ccccc3)CC2)cc1)N1CCC(CO)CC1,-7,-1,-5,6,13,-3,1.8,-2
# More entries.
SMILES,ATG4B inhibitor,GRIN3A LBD mod,HKDC1 inh,SENP7 block,SENP8 inh,PfGluPho inh,MPTP block,SENP6 block
O=S(=O)(c1ccc(Br)cc1)N1CCCN(Cc2cccc(F)c2)CC1,8,3,-3,10,16,-2,3.2,11
O=C(Nc1ccc(Cl)cc1)Nc1ccc(N2CCC(C(F)(F)F)CC2)nc1,-3,0,-5,1,-342,-3,26,-14
O=C(CCC1CCCC1)Nc1ccccc1-c1ccccc1,45*,-2,-6,-13,15,-5,3.3,-1
O=C(c1ccco1)N1CCN(C(=O)c2ccccc2OCc2ccccc2)CC1,2,0,4,0,3,-3,-2.7,0
CC(C)Oc1cccc(C(=O)C2CCCN(Cc3cccn3-c3ccccn3)C2)c1 (stereo not drawn),7,-2,-8,-6,-1,13,43,1
COC(=O)[C@H](Cc1c[nH]c2ccccc12)NC(=O)NCc1ccc(OC)c(OC)c1,3,3,-1,-4,-4,-7,0.3,12
CCCCN1C(=O)C(=O)N(CC(=O)c2cc(C)n(-c3cc(C)on3)c2C)C1=O,-6,0,2,-3,0,9,0.8,-8
CCCc1c2ccccc2nc2ccccc12,7,-12,-4,5,-331,-18,3.2,5
COc1ccc(N2CCN(C(CNC(=O)C(C)(C)C)c3ccco3)CC2)cc1 (stereo not drawn),-5,-1,-8,2,-8,5,0.6,3
COc1ccc(C(CNC(=O)Cc2ccc3ccccc3c2)N(C)C)cc1 (stereo not drawn),-2,1,-4,2,4,-4,0.5,-3
COc1cc(NS(=O)(=O)c2ccc3c(c2)oc(=O)n3C)cc(OC)c1OC,0,1,-6,0,1,5,-0.8,-9
O=C(NCCCN1CCCC1=O)c1cc(S(=O)(=O)N2CCOCC2)ccc1Cl,2,-1,-1,9,-5,-12,0.0,-9
COc1ccc(CCNc2ncccc2C#N)cc1OC,-4,-2,-7,0,-198,2,-2.2,0
O=C(O)c1cccc(CN2C(=O)S/C(=C/c3cccc([N+](=O)[O-])c3)C2=O)c1,4,5,1,-7,15,4,3.4,-2
CC1(C)C2CC[C@]1(C)C(=O)N(CCCCN1CCN(c3ccccn3)CC1)C2=O,2,0,-3,-3,14,7,1.4,-17
COCCNC(=O)C1CC(=O)N(c2ccc(OC)cc2)C1c1ccc(OC)cc1 (stereo not drawn),2,1,-7,-4,15,-5,-0.2,-9
O=C(CNC(=O)c1ccncc1)N/N=C/c1cc(Br)ccc1OCc1ccccc1,-3,-3,1,-5,-418,47,3.6,-1
CCOC(=O)C1=C(C)Nc2ncnn2C1c1cc(Br)ccc1F (stereo not drawn),-6,1,7,7,-6,3,3.7,-12
CC(C)Cc1nnc(NC(=O)CCC(=O)NC2CCCCCC2)s1,5,-3,-5,-1,2,-1,-0.1,6
O=C1NC(=O)C2(CCc3ccccc32)N1 (stereo not drawn),0,-1,-4,12,18,0,-2.3,-10
Cc1cc(SCC(=O)OCC(=O)NC(C)c2ccccc2)c(C)cc1Br (stereo not drawn),1,-7,-1,-8,8,1,1.5,-13
O=C(/C=C/c1ccccc1)CC(=O)c1ccccc1O,-6,13*,-8,-22,-8,-15,3.5,-35
CCOc1ccc(-c2nn(-c3ccccc3)cc2/C=C2\SC(=S)N(C3CCS(=O)(=O)C3)C2=O)cc1 (stereo not drawn),-18,-1,-3,-5,2,-15,0.8,-6
COc1cccc(C(=O)OCCCN(C)C)c1,-2,-1,-14,0,14,-2,-0.2,-9
O=[N+]([O-])c1ccc2c(c1)oc1ccccc12,3,-1,-3,-2,36,-8,-1.6,10
C/C(=N\NC(N)=S)C1(C)CC2(CC(C)(C)OC2=O)C(=O)O1 (stereo not drawn),1,-1,-3,2,24,-4,0.9,6
CCOc1ccccc1N1CSC2=C(C#N)C(c3c(OC)ccc4ccccc34)CC(=O)N2C1 (stereo not drawn),-2,-7,23,24,-15,74*,1.2,2
Cn1nccc1NS(=O)(=O)c1ccc(NC(=O)C(F)(F)F)cc1,2,-1,-5,-3,-2,-2,0.9,-3
